# B2AR arrestin: qHTS assay of beta-arrestin-biased ligands of beta2-adrenergic receptor; Beta-2 adrenergic receptor (Homo sapiens), P07550; beta-arrestin recruitment to beta2AR, cell-based reporter; 330,000 tested, 0.02% active; Potency, µM (doses to about 46.1 µM), for the others: at the highest dose activation, actives largely listed as activators;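 note: potency is the fitted concentration of half-maximal effect; 0% = DMSO controls and full agonism = EC100 isoproterenol or metaproterenol; nearly all actives have a fitted effect of over 65% in size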
# USP2a block: qHTS Assay for Inhibitors of Ubiquitin-specific Protease USP2a Using CHOP2 as the Reporter | Ubiquitin carboxyl-terminal hydrolase 2 (Homo sapiens), O75604 | USP2 core, Ub-CHOP2 coupled fluorogenic reporter, 485/531 | Potency, µM (series often up to 38.3 µM), inactives show at the top dose activity change, negative = inhibition, usual class: inhibitors | 330,000 tested, 0.01% active;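 note: potency is the fitted concentration of half-maximal effect; plate controls were DMSO wells for no effect and full inhibition by NEM control for full effect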
# Target sequence (O75604 whole entry, looked up): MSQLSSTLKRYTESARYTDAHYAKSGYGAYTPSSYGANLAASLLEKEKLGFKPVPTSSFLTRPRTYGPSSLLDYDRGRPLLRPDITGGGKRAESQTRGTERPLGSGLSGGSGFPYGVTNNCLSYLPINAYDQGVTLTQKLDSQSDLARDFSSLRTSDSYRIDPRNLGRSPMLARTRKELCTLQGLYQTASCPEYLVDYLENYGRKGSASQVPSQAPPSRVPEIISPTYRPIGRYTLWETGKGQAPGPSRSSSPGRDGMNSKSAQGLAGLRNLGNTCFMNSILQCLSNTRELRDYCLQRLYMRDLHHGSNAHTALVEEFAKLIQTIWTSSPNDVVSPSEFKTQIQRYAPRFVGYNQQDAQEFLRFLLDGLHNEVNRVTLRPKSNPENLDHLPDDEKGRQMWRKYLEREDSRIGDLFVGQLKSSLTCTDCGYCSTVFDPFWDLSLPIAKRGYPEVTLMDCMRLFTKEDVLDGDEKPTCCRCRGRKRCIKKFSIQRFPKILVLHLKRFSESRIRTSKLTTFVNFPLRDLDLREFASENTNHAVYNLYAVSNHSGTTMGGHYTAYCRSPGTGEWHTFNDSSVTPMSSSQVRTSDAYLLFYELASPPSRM
#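 Deubiquitinase activity read as fluorescence (485/531 nm) after Ub-CHOP2 cleavage activates the enterokinase reporter on its substrate; USP2 core 10nM, Ub-CHOP2 and substrate 25nM each, 30min compound preincubation then 60min RT; data normalized to NEM, curves fitted.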
# hERG WT inh: qHTS for Inhibitors of KCHN2 3.1: Wildtype qHTS | Voltage-gated inwardly rectifying potassium channel KCNH2 (Homo sapiens), Q12809 | U2OS, BacMam KCNH2, thallium flux FluxOr; active compounds read low | activity change, % at 1.84 µM | 340,000 tested, 0.37% active;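 active = maximum activity change below -70%; inconclusive = maximum activity change between -70% and -50%; inactive = maximum activity change above -50%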; note: % is set by controls: 0 for no effect and ±100 for the full control effect
#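 U2OS cells were transduced with wild-type KCNH2 virus (2.03 x 10^8 / mL) for 4 h at room temperature, then cultured overnight at 37 C. Thallium flux was read with FluxOr dye. Rate constants were normalized to DMSO controls.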
# MLL CXXC-DNA inh: qHTS Fluorescence Polarization Assay for Inhibitors of MLL CXXC domain - DNA interaction. 290,000 tested, 0.037% active. MLL-CXXC / FITC-HOXA9 DNA fluorescence polarization. Histone-lysine N-methyltransferase 2A (Homo sapiens), Q03164. AID 2662, 2010. Potency, µM (highest dose often 115 µM), for inactives: at the top dose activity change, negative = inhibition, actives largely listed as inhibitors; active = well fitted inhibition curve with a large enough effect in the polarisation, with a control signal flat, not every such curve was filed as active; inconclusive = small, poorly fitted or top-dose-only effect, or effect the other way, or a change in a side signal; inactive = no such curve, though single readings can be large or run the other way; the % refers to the polarisation; note: potency is the fitted concentration of half-maximal effect
#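 Steps: dispense CXXC domain solution (7 uM) → pin compounds or unlabeled HOX-A9 DNA control → 5 min ambient → add FLSN-HOX-A9 solution (50 nM) → spin → 30 min ambient → fluorescence polarization. Tris pH 7.5/NaCl/DTT/BSA buffer.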
# TRPV1 agonist: HTS Assay for Compounds that Act as Agonists of the Vanilloid Receptor 1; Transient receptor potential cation channel subfamily V member 1 (Homo sapiens), Q8NER1; TRPV1-expressing cells, Fluo-8 calcium influx, agonist mode; activation, % at 8.33 µM; 320,000 tested, 0.19% active; AID 540275, 2011; in the data active = activation above about 80%; inconclusive = between about 30% and that limit; note: 0% is about no effect
#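 Cells expressing TRPV1 were dye-loaded with Fluo-8 and read kinetically: 10 s baseline, 3 min after compound (agonist portion), then 2 min after EC20 capsaicin (allosteric enhancer portion). Calcium-bound dye fluorescence at 480/520 nm.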
# FBPA coupling cs: qHTS Assay for Inhibitors of Fructose-1,6-bisphosphate Aldolase from Giardia Lamblia: Coupling assay counterscreen; coupling enzyme system counterscreen, AmpLite Red fluorescence; 290,000 tested, 0.67% active; activity change, negative = inhibition, % at 58.2 µM, hits read low; in the data active = activity change below about -30%; note: % is set by controls: 0 for no effect and ±100 for the full control effect
#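 Activity here indicates interference with the coupling reaction, not aldolase inhibition. Compounds at 57.5 uM final met coupling enzymes for 10 min at RT; substrate and AmpLite Red detection followed, with a 525/598 nm fluorescence read after 20 min.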
# KCNH2 3.1 inh: qHTS for Inhibitors of KCHN2 3.1: Mutant qHTS | U2OS KCNH2 3.1, thallium flux FluxOr; active compounds read low | Potassium voltage-gated channel subfamily H member 2, brain isoform KCNH2 3.1 (human) | activity change, % (tested at about 1.8 µM) | AID 720553, 2013 | 340,000 tested, 0.95% active;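 active = maximum activity change below -70%; inconclusive = maximum activity change from -70% to -50%; inactive = maximum activity change above -50%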;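 note: thallium influx rate constant from kinetic fluorescence after stimulation buffer; % is set by controls: 0 for no effect and ±100 for the full control effect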
#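 Normalized rate constant (relative to positive and negative DMSO controls) derived from a 2 min kinetic fluorescence read after stimulation; U2OS cells expressing the 3.1 isoform via virus at 1.77 x 10^8 /mL.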
# Menin MLL FP TR: qHTS Assay for Inhibitors Targeting the Menin-MLL Interaction in MLL Related Leukemias: Competition With Texas Red Labeled MLL-derived Mutant Peptide. O00255. Menin + Texas Red MLL mutant peptide, fluorescence polarization. Potency, µM (titrated, usually from 61.6 µM), inactives show at the highest dose FP activity change, negative = inhibition, actives largely listed as inhibitors. 270,000 tested, 0.23% active. AID 1768, 2009; active = well fitted inhibition curve with a large enough effect in the polarisation, with a control signal flat, not every such curve was filed as active; inconclusive = small, poorly fitted or top-dose-only effect, or effect the other way, or a change in a side signal; inactive = no such curve, though single readings can be large or run the other way; the % refers to the polarisation; note: potency is the fitted concentration of half-maximal effect; % of control where 0% means no effect; many of its hits are not listed in these tables
# Giardia killer: Small Molecules that selectively kill Giardia lamblia: qHTS | Giardia lamblia trophozoite viability | activity change, % at 7.66 µM, hits read low | 340,000 tested, 0.15% active | AID 540267, 2011; in the data active = activity change below about -80%; inconclusive = between about -30% and that limit;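 note: parasites exposed to compound for two days anaerobically before the ATP read; % is set by controls: 0 for no effect and ±100 for the full control effect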
#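 Compounds were tested on trophozoites seeded at 100 cells/well and held 48 hrs at 37 deg C anaerobically. An ATP-based luminescent kit measured the remaining live cells.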
# GALK inh: qHTS Assay for Inhibitors of Human Galactokinase (GALK); 270,000 tested, 0.007% active; Potency, µM (highest dose often 57.5 µM), inactives show at the top dose activity change, negative = inhibition, actives largely listed as inhibitors; AID 1868, 2009; Purified GALK, Kinase-Glo residual ATP luminescence; note: potency is the fitted concentration of half-maximal effect; % is set by controls: 0 for no effect and ±100 for the full control effect
#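 Quantitative HTS: GALK 5 nM, ATP 35 uM, galactose 100 uM, 1 h room temperature, then luciferase-based ATP detection.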
# PKM2 act: qHTS Assay for Activators of Human Muscle isoform 2 Pyruvate Kinase. Pyruvate kinase PKM (Homo sapiens), P14618. purified PKM2, Kinase-Glo ATP luminescence, activation; response scale: 0% is enzyme alone, no compound. Potency, µM (titrated, usually from 57.5 µM), inactives show at the highest dose activation, hits mostly activators. 260,000 tested, 0.34% active. AID 1631, 2009; note: potency is the fitted concentration of half-maximal effect; % is set by controls: 0 for no effect and ±100 for the full control effect; nearly all actives have a fitted effect of over 55% in size
# Target sequence (P14618 whole entry, looked up, canonical isoform): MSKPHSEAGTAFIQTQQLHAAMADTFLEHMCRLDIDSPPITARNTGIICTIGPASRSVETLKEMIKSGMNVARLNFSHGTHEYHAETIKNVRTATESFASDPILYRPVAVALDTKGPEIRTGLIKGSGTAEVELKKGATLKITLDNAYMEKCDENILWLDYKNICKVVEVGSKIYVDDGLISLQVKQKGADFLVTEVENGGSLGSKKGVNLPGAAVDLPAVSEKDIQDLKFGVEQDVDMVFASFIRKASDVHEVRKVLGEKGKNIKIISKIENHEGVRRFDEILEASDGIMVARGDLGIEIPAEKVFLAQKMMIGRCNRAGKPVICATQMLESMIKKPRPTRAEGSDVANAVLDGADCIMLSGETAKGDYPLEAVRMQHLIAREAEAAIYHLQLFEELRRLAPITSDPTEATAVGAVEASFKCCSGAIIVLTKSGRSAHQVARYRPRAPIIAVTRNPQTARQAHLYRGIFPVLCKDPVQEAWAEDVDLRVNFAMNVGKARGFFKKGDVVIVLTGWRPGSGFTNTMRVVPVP
#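 Purified hPK-M2 (>95%) run at intermediate activity with 0.1 mM ADP and 0.5 mM PEP in 50 mM imidazole pH 7.2, KCl, MgCl2; 1 h room temperature. ATP formed read by Kinase-Glo luminescence; normalized to uninhibited and no-enzyme controls.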
# An asterisk follows results filed as active; ? = inconclusive; . = not tested or not shown; [ ] = another dose, or the depositor's remark. Unless noted, calls come from the whole dose curve; as a rule, active = well fitted curve in the direction sought with a large enough effect; inconclusive = small, poorly fitted or top-dose-only effect, or another doubt; inactive = no such curve, though single readings can be large; an effect the other way counts as inactive or inconclusive. Not all compounds are listed; the hit share may differ from the screen's.
SMILES,B2AR arrestin,USP2a block,hERG WT inh,MLL CXXC-DNA inh,TRPV1 agonist,FBPA coupling cs,KCNH2 3.1 inh,Menin MLL FP TR,Giardia killer,GALK inh,PKM2 act
COc1cc(OC)c(N(C)S(=O)(=O)c2cccc(C(=O)Nc3nnc(C4CC4)s3)c2)cc1Cl,0.0%,3%,-3,0%,5,2,-10,.,9,-5%,7%
COC(=O)C(NNc1ccccc1)(NC(=O)c1ccc(F)cc1)C(F)(F)F (stereo not given),0.2%,0%,1,-16%,0,0,0,9%,2,-1%,-4%
CCCNC(=O)C(Cc1ccc(F)cc1)NC(=O)c1ccccc1 (stereo not given),0.0%,0%,-12,.,5,.,0,.,-22,.,.
O=c1c2ccccc2nnn1Cc1ccccc1,0.3%,0%,-4,-1%,.,3,-10,.,1,0%,9%
Cc1ccccc1NC(=O)CC1SCCNC1=O (stereo not given),0.9%,0%,7,0%,3,-1,4,3%,0,0%,7%
CC(=O)c1sc(NC(=O)c2cc(=O)c3ccccc3o2)nc1C,0.3%,2%,-7,5%,-2,5,0,23%,?,4%,-22%
O=C(Cn1cncn1)N/N=C/c1cccnc1,-0.3%,2%,4,-12%,-2,4,-5,.,3,4%,-2%
Nc1ccc2c(c1)C(=O)N(c1cccc3ccccc13)C2=O,-0.3%,0%,-1,-8%,10,1,-3,27%,0,4%,-18%
Cc1ccc(NS(=O)(=O)c2ccc(Cl)c(C(=O)Nc3cccc(C(=O)O)c3)c2)cc1,-0.7%,-1%,-19,-1%,4,2,8,?,13,3%,3%
CC[N+](C)(CC)CCC(c1ccccc1)C1CCCCC1 (stereo not given),0.0%,0%,0,0%,0,2,3,1%,-8,2%,-36%
CC1(C)Cc2ccccc2-c2nnc(-c3cccc(O)c3)n21,0.1%,2%,9,-2%,-1,-1,-10,-5%,-2,-3%,-14%
Cc1ccc(C)c(NC(=O)CS(=O)(=O)c2cn(C)c3ccccc23)c1,0.1%,-1%,2,-2%,13,2,-12,-11%,6,1%,-1%
CC(/C=N/NC(=O)c1nnn(-c2nonc2N)c1C(C)C)=C\c1ccccc1,-0.7%,-9%,0,8%,1,-1,3,41%[activator],0,7%,0%
COc1cc(/C=N/NC(=O)CSc2nc3ccccc3n2C)cc(OC)c1OC,-0.9%,2%,-3,6%,2,1,9,-2%,10,2%,0%
N/C(=N\S(=O)(=O)c1cccs1)c1ccccc1Cl,3.6%,3%,-12,1%,3,.,9,.,-25,-7%,.
O=C(NCCCN1CCOCC1)c1ccc2c(=O)n(Cc3ccccc3)c(=S)[nH]c2c1,0.1%,1%,-1,6%,3,3,20,3%,5,-1%,-1%
CCCCn1c(CN2CCN(c3cccc(Cl)c3)CC2)nc2c1c(=O)[nH]c(=O)n2C,4.8%,-3%,10,9%,10,2,-14,-3%,16,0%,13%
CC(/C=C/c1cccs1)=C\C(=O)O,0.2%,1%,0,-2%,2,6,-2,14%,-7,2%,-16%
COc1ccc(C(CCN(Cc2ccc(OC)c(OC)c2)C(=O)CCl)c2ccccc2)cc1 (stereo not given),-0.7%,-9%,7,17%,-1,3,-2,?,10,-9%,7%
O=C(N/N=C\c1ccc(CNS(=O)(=O)c2ccc(Cl)cc2)o1)C(=O)Nc1ccc(Oc2ccccc2)cc1,-0.1%,7%,2,2%,0,0,-38,?,11,2%,-1%
Cc1cccc(NC(=O)CNC(=O)COc2cc(F)ccc2[N+](=O)[O-])c1C,0.4%,12%,-7,7%,-2,0,1,10%,4,0%,-43%
COc1ccc(CN2CC[C@H]3C=CCc4cccc(c43)C2)cc1,-0.5%,7%,1,.,8,.,-85*,.,-30,.,.
CC1(C)CC(=O)c2cnn(-c3nc4ccccc4[nH]3)c2C1,-0.3%,-1%,-10,-7%,4,-5,12,?,9,-3%,-4%
O=C1CCCN1CCCNC(=S)Nc1ccccc1,0.2%,1%,0,-5%,7,0,3,.,24,5%,-12%
Cc1ccc(-c2nc3ccccc3nc2-c2ccccc2)cc1,-0.7%,-2%,-6,-1%,1,-1,-1,2%,-5,5%,10%[11.5 µM]
O=C(CNC(=O)c1ccc(F)cc1)N/N=C/c1ccc(O)c([N+](=O)[O-])c1,-0.5%,2%,-2,5%,0,2,-17,0%,-1,0%,1%
CN(CC(=O)NCCC1=CCCCC1)S(=O)(=O)c1ccc2c(c1)CCC(=O)N2,-0.2%,1%,9,-1%,?,0,8,-11%,-6,-2%,3%
O=S(=O)(NC1CCCCC1N1CCCCC1)c1ccc(Cl)cc1 (stereo not given),0.0%,0%,12,2%,3,1,0,-18%,4,-4%,1%[11.5 µM]
Cc1cn(S(=O)(=O)c2ccc(Br)cc2)cn1,-0.8%,0%,-4,9%,-3,0,-14,6%,-2,2%,-1%
C=CCC1(CC=C)CCCN1C(=O)CC1C(=O)NCCN1Cc1cccc(OC)c1 (stereo not given),-0.2%,2%,-5,5%,0,2,-6,?,-29,8%,0%
Cc1ccc(NS(=O)(=O)c2ccc3c(c2)CC(=O)N3)cc1C,-0.2%,1%,12,.,8,1,9,1%,-27,.,14µM*
COc1cc(OC)cc(C(=O)N[C@H](C(=O)OCC(=O)Nc2ccc(F)c(F)c2F)C(C)C)c1,-0.2%,-4%,-3,2%,-4,-4,-8,14%,15,5%,8%
O=C(O)c1ccc(CSc2nnc(-c3ccccc3Br)o2)cc1,-0.6%,0%,-5,-18%,-3,20,-3,12%,9,4%,1%
O=C(NCCCn1ccnc1)C(=O)NCC1OCCN1S(=O)(=O)c1ccc2c(c1)OCCO2 (stereo not given),-0.4%,3%,0,9%,-1,3,8,.,-14,1%,-7%
C=CCN1C(=O)CSc2ccc(C(=O)NCc3cccs3)cc21,-0.1%,2%,2,19%,3,-1,17,8%,-16,4%,-3%
Cc1cccc(NC(=O)CNC(=O)c2sc3ccccc3c2Cl)n1,-0.2%,-1%,-10,.,0,.,15,.,-15,.,.
COc1ccc(NC(=O)c2oc3ccc(S(=O)(=O)N4CCC5(CC4)OCCO5)cc3c2C)cc1,-0.3%,-1%,-1,0%,5,-1,-14,-5%,-11,2%,-1%
CC(C)c1nc(N2CCOCC2)c(C#N)c2c1CCC2,-0.5%,0%,3,-2%,17,5,-15,0%,-5,0%,2%
Cc1ccc(NC(=O)C2CCN(S(=O)(=O)c3c(C)noc3C)CC2)cc1C,-0.1%,1%,1,-1%,9,2,4,11%,-5,-3%,4%
CCOc1ccccc1NC(=O)C1CCC(=O)N1S(=O)(=O)c1ccc(C)cc1 (stereo not given),-0.2%,2%,7,-3%,13,.,-6,.,-11,-2%,.
CCCc1cc(=O)[nH]c(SCC(=O)N2CCN(c3ccc(F)cc3)CC2)n1,-0.1%,0%,-2,-8%,5,8,23,-17%,-2,-2%,-15%
Cc1cc2n(n1)C(c1ccccc1)Nc1ccccc1-2 (stereo not given),-0.5%,1%,-18,-1%,0,0,-5,17%,2,0%,2%
O=C(Cc1cccs1)N/N=C/C=C\c1ccco1,7.4%,-13%,-7,-4%,1,-6,12,18%,4,1%,?
O=C(O)CC(CC(=O)Nc1ccc(-c2ccccc2)cc1)c1ccccc1 (stereo not given),-0.4%,-1%,0,3%,-2,12,-27,-2%,-18,8%,.
O=C(NC1CC2CCCC(C1)N2Cc1ccccc1)c1cccc(Cl)c1 (stereo not given),0.4%,0%,60,8%,12,-1,-8,-12%,10,-6%,-1%
O=C(/C=C/c1ccco1)NC(=S)Nc1cc(C(F)(F)F)ccc1N1CCOCC1,-0.5%,-2%,-9,0%,26,-2,8,?,3,1%,-5%
COc1ccc(NC(=O)CSCC(=O)Nc2ccccc2N2CCCCC2)cc1,0.2%,-1%,5,.,-2,.,-10,.,20,.,.

# Bioassay records deposited in PubChem BioAssay by National Center for Advancing Translational Sciences (NCATS).
